Eya2 phos inh: blocks the phosphatase activity of human Eya2. O00167. 330,000 tested, 0.006% active. recombinant Eya2, OMFP fluorescence dephosphorylation (OMFP is methylfluorescein phosphate). AID 488837. Potency, µM (titrated, usually from 76.9 µM), inactives show at the highest dose activity, negative = inhibition, usual class: inhibitors; note: potency is the fitted concentration of half-maximal effect; % is set by controls: 0 for no effect and ±100 for the full control effect
Target sequence (O00167 whole entry, looked up): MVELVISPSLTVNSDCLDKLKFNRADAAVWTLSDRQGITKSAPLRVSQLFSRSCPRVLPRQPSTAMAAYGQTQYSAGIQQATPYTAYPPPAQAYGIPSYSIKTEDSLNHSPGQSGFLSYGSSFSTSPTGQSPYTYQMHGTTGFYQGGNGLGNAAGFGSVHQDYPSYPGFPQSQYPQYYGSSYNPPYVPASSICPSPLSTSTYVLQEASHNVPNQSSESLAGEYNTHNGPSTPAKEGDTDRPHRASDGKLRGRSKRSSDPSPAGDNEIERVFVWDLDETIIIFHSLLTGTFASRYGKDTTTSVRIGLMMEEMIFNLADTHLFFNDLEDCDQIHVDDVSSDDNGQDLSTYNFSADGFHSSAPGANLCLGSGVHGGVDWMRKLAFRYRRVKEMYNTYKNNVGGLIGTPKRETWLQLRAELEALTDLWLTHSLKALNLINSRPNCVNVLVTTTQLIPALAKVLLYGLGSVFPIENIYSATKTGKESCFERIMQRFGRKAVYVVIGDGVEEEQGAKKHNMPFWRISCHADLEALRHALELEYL
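Eya2 protein (added as 0.2 uM solution) was preincubated with compound for 10 min at ambient temperature in 50 mM HEPES pH 7.5, 50 mM NaCl, 5 uM MgCl2, 0.05% BSA, 1 mM DTT. OMFP (added at 50 uM) then reacted 10 min; fluorescence read at 485/525 nm.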
ASM inhibitor: inhibitors of human secretory acid sphingomyelinase; placental ASM, HMU-PC fluorogenic substrate, 60 min; 340,000 tested, 0.006% active; P17405; Potency, µM (doses to about 57.5 µM), without a hit: at the highest dose activity change, negative = inhibition, actives largely listed as inhibitors; note: potency is the fitted concentration of half-maximal effect
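Fluorescence read-out (Ex 386 nm, Em 447 nm) after stopping the reaction at pH 10. Enzyme: ASM from human placenta; substrate HMU-PC0, 9 uM final; 60 min, 37 °C. Compound preincubation 10 min, ambient temperature.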
BCR signal inh: inhibitors of chronic active B-cell receptor signaling; ABC-DLBCL IkBa-CBG/CBR reporter, luminescence ratio, 4 h; Potency, µM (highest dose often 46.1 µM), for inactives: at the top dose ratio change, negative = lower green/red ratio, actives largely listed as inhibitors; 340,000 tested, 0.05% active; AID 493014; active = well fitted inhibition curve with a large enough effect in the signal ratio, with a control signal flat, not every such curve was filed as active; inconclusive = small, poorly fitted or top-dose-only effect, or effect the other way, or a change in a side signal; the % refers to the signal ratio;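 note: potency is the fitted concentration of half-maximal effect; plate controls were basal doxycycline-induced cells for no effect and cells given 10 µM MG132 for full effect; MG132 reads +100%, hits lower the ratio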
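Concentration-response series (up to 46 uM) were applied to TMD8 dual-reporter cells for 4 h at 37C with doxycycline. Green/red ratio, after filter-overlap correction, defined %Activity; red signal alone was normalised to basal cells and zero luminescence.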
AT treatment: potential ataxia-telangiectasia treatments restoring KAP-1 phosphorylation; […] A-T fibroblasts, KAP-1 phosphorylation AlphaLISA; neocarzinostatin DNA damage 30 min before lysis; Potency, µM (titrated, usually from 57.5 µM), inactives show at the highest dose activation, usual class: activators; 320,000 tested, 0.19% active; AID 485349; note: potency is the fitted concentration of half-maximal effect; % of control where 0% means no effect; nearly all actives have a fitted effect of over 45% in size
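ATM-like activity read as KAP-1 phosphorylation via AlphaLISA donor/acceptor antibody pairs after lysis and 6 hr at 25C. Cells were ATM-null patient fibroblasts ([…], hTERT), dosed 60 min, then exposed to the DSB inducer NCS for 30 min.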
TSHR antag: blocks TSH signaling through the human TSH receptor. TSHR-expressing cells, TSH-stimulated cAMP HTRF, 2 h; hits give low values. activity change, negative = inhibition, % at 11.5 µM. 330,000 tested, 0.2% active. AID 504810;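 active = activity change below a set negative limit, meaning inhibition stronger than a set level, cut at about -70% in these data; inconclusive = activity change between two set negative limits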; note: % is set by controls: 0 for no effect and ±100 for the full control effect
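Freshly harvested TSHR cells receive pin-tooled compound, then EC80 TSH at 4nM final. After 2 hours at 37 deg C, antibody in lysis buffer and cAMP-d2 are added; 30 minutes at ambient temperature precede the HTRF read.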
Mito fusion act: inhibitors of mitochondrial division or activators of mitochondrial fusion | S. cerevisiae fusion-defective mutant growth rescue, CellTiterGlo 48 h | Potency, µM (series often up to 46.1 µM), for inactives: at the highest dose growth rescue (activation), usual class: activators | 320,000 tested, 0.23% active | AID 485298;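 note: potency is the fitted concentration of half-maximal effect; % of control where 0% means no effect; nearly all actives have a fitted effect of over 45% in size; temperature-sensitive fusion mutants such as fzo1-1 at 37 °C on non-fermentable ethanol glycerol medium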
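Yeast fusion mutant, YPEG (non-fermentable carbon), compound, 48 h at 37C non-permissive; CellTiterGlo added, 10 min RT, luminescence read. Rescued growth = division inhibition.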
Tb PFK block: inhibitors of T. brucei phosphofructokinase; O15648; T. brucei PFK, ADP-Glo luminescence; Potency, µM (highest dose often 57.5 µM), for the others: top-dose activity, negative = inhibition, most hits filed as inhibitors; 330,000 tested, 0.17% active; AID 485367;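 note: potency is the fitted concentration of half-maximal effect; 0% = uninhibited 1x PFK enzyme wells and -100% = no-enzyme wells; nearly all actives have a fitted effect of over 60% in size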
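Luminescent ADP detection (ADP-Glo, two-step: ATP depletion then ADP-to-ATP conversion for luciferase) reported PFK activity after 45 min room-temperature reaction of 1.25 nM enzyme with 0.5 mM F6P and 0.1 mM ATP at pH 8.0.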
ELG1 DNA repair: inhibitors of ELG1-dependent DNA repair in HEK293T cells; HEK293T ELG1-luciferase reporter, luminescence, 16 h; DNA damage induced by 5-fluorouridine; Potency, µM (doses to about 46.1 µM), for the others: at the top dose activity change, negative = inhibition, actives largely listed as inhibitors; 330,000 tested, 2.3% active; AID 504467; note: potency is the fitted concentration of half-maximal effect; % is set by controls: 0 for no effect and ±100 for the full control effect; nearly all actives have a fitted effect of over 55% in size
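DMSO vehicle served as the neutral condition. Each well held 2,000 cells given 5-fluorouridine plus compound; after 16 hr at 37 °C/5% CO2, ONE-Glo was added and luciferase measured 30 min later.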
PTAP TSG101 blk: blocks PTAP/TSG101 interaction to inhibit HIV-1 budding | Fluorescence polarization, FITC-PTAP peptide / Tsg101 binding | 340,000 tested, under 10 active | AID 493005 | Potency, µM (top dose mostly 115 µM), for the others: at the highest dose activity change, negative = inhibition, most hits filed as inhibitors | Q99816; active = well fitted inhibition curve with a large enough effect in the main read-out, with a control signal flat, not every such curve was filed as active; inconclusive = small, poorly fitted or top-dose-only effect, or effect the other way, or a change in a side signal; inactive = no such curve, though single readings can be large or run the other way; note: potency is the fitted concentration of half-maximal effect; % of control where 0% means no effect
Target sequence (Q99816 whole entry, looked up): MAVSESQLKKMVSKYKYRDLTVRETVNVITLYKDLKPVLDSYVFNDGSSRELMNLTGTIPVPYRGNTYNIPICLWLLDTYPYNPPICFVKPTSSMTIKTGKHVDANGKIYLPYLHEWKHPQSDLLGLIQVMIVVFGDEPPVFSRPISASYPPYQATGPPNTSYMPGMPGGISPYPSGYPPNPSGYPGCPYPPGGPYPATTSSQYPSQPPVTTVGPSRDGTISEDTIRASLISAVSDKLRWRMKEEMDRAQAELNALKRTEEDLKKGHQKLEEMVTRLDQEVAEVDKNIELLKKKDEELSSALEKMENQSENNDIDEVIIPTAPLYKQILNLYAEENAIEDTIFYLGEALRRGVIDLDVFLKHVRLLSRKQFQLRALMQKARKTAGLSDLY
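FP read-out: FITC-PTAP peptide, 50 nM final, binding Tsg101 binding domain, 10 uM final; 20 min, r.t.; 10 mM HEPES pH 7.5, 0.15 M NaCl, 0.01% Tween 20, 3 mM EDTA, 0.1 mM TCEP.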
TCR act: activates T cell receptor signaling; Potency, µM (titrated, usually from 9.22 µM), inactives show top-dose activation of IL-2 secretion, hits mostly activators; 330,000 tested, under 10 active; primary human leukocytes, anti-CD3, IL-2 HTRF, 48 h; note: % of control where 0% means no effect
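Readout: HTRF IL-2, Eu-cryptate/d2 antibody pair, 320nm excitation, 665nm emission. Stimulus: a-CD3 beads, no co-stimulation. Cells: primary human leukocytes. Exposure: 48 hr with compound.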
Integrin act MD: integrin-mediated muscular dystrophy alleviation activation; alpha7betagal myoblasts, beta-gal FDG fluorescence, 48 h; Potency, µM (series often up to 38.3 µM), without a hit: top-dose activation, hits mostly activators; 350,000 tested, 0.064% active; AID 624291;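 note: potency is the fitted concentration of half-maximal effect; 100% = response of the positive control SU9516; nearly all actives have a fitted effect of over 60% in size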
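alpha7betagal+/- myoblasts (passage 13, 250/well) treated 48 h at 37C with compounds at 1:260 dilution of DMSO stock. Lysed, then beta-galactosidase activity read as FDG fluorescence (ex 480/em 540) after 30 min, with pre-read for autofluorescence.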
Numbers without * were called inactive; ? = inconclusive; nt = not tested or not shown; [ ] = remark or other dose. Unless noted, calls come from the whole dose curve; as a rule, active = well fitted curve in the direction sought with a large enough effect; inconclusive = small, poorly fitted or top-dose-only effect, or another doubt; inactive = no such curve, though single readings can be large; an effect the other way counts as inactive or inconclusive.

item	Structure	Eya2 phos inh	ASM inhibitor	BCR signal inh	AT treatment	TSHR antag	Mito fusion act	Tb PFK block	ELG1 DNA repair	PTAP TSG101 blk	TCR act	Integrin act MD
1	CCc1cccc(NC(=O)CN(C)S(=O)(=O)c2cccs2)c1	10%	-1%	-9%	-1%	1	-1%	-6%	13%	-9%	-3%	?
2	COc1ccc(-n2nc3c(N4CCC(C(=O)N5CCCCCC5)CC4)nnc(C)c3c2C)cc1	-7%	7%	0%	-8%	23	-3%	0%	1%	-4%	-4%	-34%
3	O=C(O)Cn1ncc2c1-c1ccoc1CC2	-2%	12%	0%	0%	22	-2%	27%	8%	-7%	-1%	-21%
4	CC(=O)c1ccc(O[C@@H]2O[C@H](CO)[C@@H](O)[C@H](O)[C@H]2O)cc1	?	8%	-1%	-3%	9	nt	2%	15%	0%	-1%	11%
5	COc1ccc(S(=O)(=O)N2CCCCCC2)cc1C(=O)Nc1ccc(C(=O)N(C)C)cc1	8%	3%	2%	23%	-4	4%	-1%	15%	2%	-94%	11%
6	CCOC(=O)N1CCC(N(CCOC)C(=O)Nc2ccc(Cl)cc2)CC1	-7%	2%	?	-2%	-4	2%	-8%	?	-1%	-1%	-5%
7	Cc1ccc(C(=O)N2CCC(C(N)=O)CC2)cc1C	11%	5%	0%	-4%	10	-3%	15%	9%	2%	4%	1%
8	COc1ccc(CN2CCC(C(=O)c3cccc(Cl)c3)CC2)cc1	4%	0%	0%	-2%	-3	-10%	2%	?	-3%	-11%	-44%
9	O=C(NCc1ccccc1Cl)/C(=C\c1cccnc1)NC(=O)c1ccccc1	-6%	0%	4%	-4%	3	3%	2%	0%	-2%	1%	0%
10	O=C(Nc1ccncc1)c1cccc(F)c1	6%	0%	?	0%	-6	-3%	-2%	-4%	-6%	8%	16%
11	Cc1cc(C)n(-c2nnc(C)n2/N=C/c2ccc(O)cc2)n1	9%	22%	-11%	-4%	1	-6%	0%	?	-6%	-3%	-6%
12	C=C(C)COc1ccc(-c2ncnc(C(F)(F)F)c2-c2ccc(OC)cc2)c(O)c1	-9%	-7%	0%	-5%	1	4%	-11%	?	-1%	-2%	21%
13	Cc1ccc(S(=O)(=O)N2CCN(C(=O)c3cc(-c4cccs4)nn3-c3ccccc3)CC2)cc1	20%	2%	2%	2%	14	-5%	-2%	?	0%	-3%	22%
14	Cc1ccnc(SCC(=O)N2CCN(c3cccc(Cl)c3)CC2)n1	-8%	-1%	15%	-3%	-3	-3%	?	-15%	-4%	3%	-10%
15	O=C(NCc1ccco1)C1CCN(C(=O)c2ccc(Cl)cc2)CC1	2%	5%	6%	1%	5	0%	7%	4%	-1%	0%	20%

Continued:
item	Structure	Eya2 phos inh	ASM inhibitor	BCR signal inh	AT treatment	TSHR antag	Mito fusion act	Tb PFK block	ELG1 DNA repair	PTAP TSG101 blk	TCR act	Integrin act MD
16	CCCCC(c1nnnn1CCOC)N1CCN(C)CC1 (configuration not stated)	11%	5%	-5%	2%	-8	-5%	-2%	-5%	4%	3%[46.1 µM]	7%
17	CC(=O)Oc1ccc(/C(C)=N/N2CCN(Cc3ccc(C)cc3)CC2)cc1	-10%	2%	-2%	8%	1	-5%	3%	-3%	2%	-14%	-9%
18	CCOc1ccc(CCNC(=O)COC(=O)COc2ccc(C#N)cc2)cc1OCC	3%	1%	3%	-7%	2	-1%	0%	14%	-1%	2%	20%
19	O=C(Nc1ccc2c(c1)OCCO2)N1CCN(c2ccccc2)CC1	-8%	0%	-11%	5%	12	-4%	0%	?	-1%	0%	-10%
20	CCN(CC)C(=O)C1CCN(CC2CC=CCC2)CC1 (configuration not stated)	4%	4%	10%	-1%	5	-3%	-14%	12%	-2%	1%	11%
21	CN(C)c1ccc(-c2nc3cnccn3c2Nc2ccc3c(c2)OCCO3)cc1	-4%	4%	-17%	-8%	-6	0%	0%	?	-2%	-2%	-5%
22	COc1ccc(/C=N\N=C2/SC(CC(=O)O)C(=O)N2c2ccc(O)cc2)cc1OC (configuration not stated)	-14%	3%	-1%	-1%	0	-8%	8%	0%	1%	1%[46.1 µM]	-16%
23	Nc1nc(-c2cc3ccccc3o2)cs1	3%	-1%	?	8%	-7	7%	1%	?	-3%	-3%	15%
24	COc1cccc(C(=O)CSc2nnc(-c3ccco3)n2CC2CCCO2)c1 (configuration not stated)	10%	-1%	-8%	-1%	-10	0%	6%	-2%	0%	-3%	8%
25	Cc1ccc(OCCC(=O)N(Cc2ccccc2)c2c(N)n(Cc3ccccc3)c(=O)[nH]c2=O)cc1	-16%	0%	?	6%	-6	0%	0%	-3%	0%	11%	23%
26	CCc1nc(=O)c(-c2ccccc2)c(C)n1-c1ccccc1	-3%	4%	14%	-7%	-1	-2%	4%	-2%	-3%	-1%	?
27	CCC(C)NC(=O)CN(c1cc(C)cc(C)c1)S(=O)(=O)c1c(C)[nH]c(=O)[nH]c1=O (configuration not stated)	-10%	-3%	0%	-2%	9	1%	1%	0%	-1%	-4%	22%
28	CCn1c(SCC(=O)c2ccc(OC)cc2)nnc1C(C)NC(=O)c1ccc(OC)cc1 (configuration not stated)	-30%	3%	4%	-1%	-4	-2%	-4%	-5%	-7%	2%	28%
29	Cc1ccc(C(=O)C2(C)C3c4cc(Br)ccc4OC(=O)C32C(=O)c2ccco2)cc1 (configuration not stated)	15%	-2%	0%	-5%	-5	-5%	-1%	1%	1%	1%	7%
30	O=C(CSc1ccc2nnc(-c3ccccn3)n2n1)Nc1ccccc1	13%	-1%	0%	-4%	9	2%	3%	7%	2%	6%	-38%

(list continues)
item	Structure	Eya2 phos inh	ASM inhibitor	BCR signal inh	AT treatment	TSHR antag	Mito fusion act	Tb PFK block	ELG1 DNA repair	PTAP TSG101 blk	TCR act	Integrin act MD
31	Cc1ccc[n+](-c2nc([O-])sc2/C=N/Nc2ccc([N+](=O)[O-])cc2)c1	0%	-4%	?	-4%	-3	-3%	-6%	-10%	?	-2%	20%
32	Cc1cc(NC(=O)NCc2ccccc2)c(=O)n(Cc2ccc(F)cc2)c1	2%	-3%	2%	4%	-12	4%	1%	-3%	-2%	-3%	-28%
33	CCOC(=O)N1CCC(NC(=O)C2CCCN(S(=O)(=O)c3ccc4c(c3)oc(=O)n4C)C2)CC1 (configuration not stated)	5%	1%	-13%	2%	-4	0%	1%	-1%	0%	nt	11%
34	c1ccc2c(c1)SCc1nnc(-c3ccncc3)n1-2	-12%	-1%	0%	-5%	10	-2%	-9%	-3%	0%	0%	42%
35	CCC(=O)NCCn1c(C)cc2ccccc21	8%	1%	?	0%	-2	-5%	-4%	4%	-3%	5%	11%
36	Cc1ccc(C)c(NS(=O)(=O)c2ccc(OCC(=O)NCC3CCCO3)cc2)c1 (configuration not stated)	-8%	3%	-1%	2%	-12	-6%	-4%	-1%	-1%	-6%	31%
37	Cc1ccccc1NC(=S)N1CCCC1	-11%	3%	-3%	7%	1	-7%	-4%	3%	-1%	-2%[46.1 µM]	-6%
38	COC(=O)c1ccc(N2C(=O)Nc3ccccc3N2O)cc1	-9%	0%	-2%	1%	-8	3%	1%	4%	-9%	0%	20%
39	CCCCC(=O)NC(NC(=S)N1CCOCC1)C(Cl)(Cl)Cl (configuration not stated)	-8%	-1%	-11%	8%	22	30%	3%	-1%	-3%	11%	-7%
40	COc1ccc(-c2sc(NC(=O)c3ccc(C)cc3)nc2-c2ccc([N+](=O)[O-])cc2)cc1	-2%	1%	7%	-3%	-11	6%	0%	-10%	11%	10%	-23%
41	Cc1ccc(Cn2ccc(NC(=O)c3cc(C4CC4)on3)n2)cc1	-8%	-2%	-3%	7%	-7	5%	-17%	-19%	-2%	3%	?
42	Cc1cc(C)cc(NC(=O)C(=S)NCc2ccccc2)c1	2%	-3%	?	-1%	-15	4%	-4%	-2%	-1%	-1%	-10%

Assay outcomes from PubChem.
